ADAM17 inh = ADAM17 inhibitors, primary screen, biochemical, QFRET. recombinant ADAM17, EDANS/DABCYL FRET peptide cleavage. inhibition, % at 6.95 µM. actives 0.83% (n = 370,000). AID 720648, 2013;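 active = inhibition above the mean of compounds lying between control limits plus 3 SD, set per campaign, cut at about 8.5% in these data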;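 also: 0% = DMSO-only wells as the low control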
TDP2 absorb = human TDP2 enzyme inhibitors, primary screen, biochemical, epi absorbance, recombinant enzyme; Tyrosyl-DNA phosphodiesterase 2 (Homo sapiens), O95551; T5PNP hydrolysis, p-nitrophenol absorbance 415 nm; inhibition, % at 12.8 µM; actives 0.34% (n = 370,000);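 active = inhibition above the mean of all tested compounds plus 3 SD, set per campaign, cut at about 25% in these data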;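 also: 0% = DMSO with enzyme and 100% = buffer with substrate but no TDP2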
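Assay system: Recombinant human TDP2 | Quantity: 120 nM TDP2 per well | Incubation: 2 h at 37 °C | Signal: Epi absorbance | Evaluation: Percent inhibition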
LEDGF integ inh = blockers of LEDGF/p75-dependent integrase strand transfer – biochemical, TR-FRET, high throughput, primary screen. TR-FRET IN-LEDGF/p75 DNA integration, Eu/Cy5. inhibition, % at 3.7 µM. actives 0.64% (n = 370,000). AID 743269, 2014;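 active = inhibition above the screen-wide mean plus 3 SD, cut at about 13% in these data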;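 also: signal is the Cy5 over europium emission ratio at 671 and 618 nm; 0% = plate median of compound wells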
ASAP1 GAP inh = inhibitors of human ASAP1 ArfGAP activity, primary screen, biochemical, fluorescence polarization; Arf-GAP with SH3 domain, ANK repeat and PH domain-containing protein 1 (Homo sapiens), …; ASAP1-stimulated ARF1 GTP hydrolysis, GDP FP detection; inhibition, % at 16.5 µM; actives 0.19% (n = 360,000); in the data active = inhibition above about 25%;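 also: 0% = vehicle with enzyme and substrate and 100% = no enzyme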
DDE Tn7 FP inh = inhibitors of Tn7 peptide binding to fibrin DD(E), primary screen, biochemical, fluorescence polarization, human fibrin, Tn7 probe; Fibrinogen beta chain (Homo sapiens), P02675; FP displacement of FITC-Tn7 peptide from fibrin DD(E); 0% = median of compound wells per plate; inhibition, % at 8.3 µM; actives 0.13% (n = 370,000);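 active = inhibition above the mean of compounds falling within the control limits plus 3 SD of them, cut at about 14% in these data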;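 also: 0% = plate median of compound wells and 100% = 10 µM Aha-Tn7 peptide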
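Assay system: Human fibrin DD(E) protein | Medium: Tris buffer with calcium and detergent, pH 7.8 | Reagent: 0.1 µM fluorescent Tn7 | Compound dosing: Single point at 8.3 µM | Times: 10 min preincubation, 3 h with tracer, room temperature | Detection: Fluorescence polarization of the labelled Tn7 tracer | Controls: Aha-Tn7 high control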
KLK7 zymogen act = proKLK7 zymogen activators, primary screen, biochemical, fluorescence intensity. Kallikrein-7 (Homo sapiens), P49862. purified proKLK7, EDANS-DABCYL substrate fluorescence; 100% is mature enzyme control, 0% vehicle. activation, % at 7 µM. actives 0.9% (n = 370,000). AID 652039, 2013;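 active = activation above the mean of all tested compounds plus 3 SD, computed per campaign excluding outliers beyond control limits, cut at about 13% in these data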
ARFGAP1 inh = inhibitors of rat ARFGAP1 GAP activity, primary screen, biochemical, fluorescence polarization, GDP tracer; ADP-ribosylation factor GTPase-activating protein 1 (Rattus norvegicus), Q62848; Arfgap1-stimulated ARF1 GTP hydrolysis, GDP FP detection; inhibition, % at 16.5 µM; actives 0.26% (n = 360,000); AID 651572, 2012;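 active = inhibition above a per-plate limit, mean inhibition of low control wells plus 3 SD, cut at about 25% in these data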;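 also: 0% = DMSO wells with enzyme and 100% = wells lacking Arfgap1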
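Material – truncated rat Arfgap1 GAP domain · Buffer or medium – HEPES-based buffer, pH 7.5 · Reagent – human ARF1(Δ1-17)-GTP substrate · Dosing – 16.5 µM single point, 1.26% DMSO · Schedule – GTP hydrolysis reaction 2 h at 25 °C · Technique – GDP detection by fluorescence polarization · Benchmarks – No-Arfgap1 wells (100%) versus DMSO full-reaction wells (0%) · Repeats – single replicate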
ADAM10 inh = human ADAM10 inhibitors, primary screen, biochemical, QFRET, HTS; recombinant ADAM10, EDANS/DABCYL FRET peptide cleavage, 3 h; inhibition, % at 7 µM; actives 0.62% (n = 370,000); AID 720582, 2013;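 active = inhibition above a per-campaign cutoff equal to the mean of compounds falling between control-based bounds plus 3 SD, cut at about 20% in these data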;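 also: 0% = DMSO wells while the 100% control is not disclosed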
PLCg1 inh = PLC-gamma1 enzyme inhibitors, primary screen, biochemical, fluorescence, purified enzyme; 1-phosphatidylinositol 4,5-bisphosphate phosphodiesterase gamma-1 (Homo sapiens), P19174; fluorogenic substrate; inhibition, % at 12.2 µM; actives 0.84% (n = 370,000); in the data active = inhibition above about 9.5%
Target sequence (P19174 whole entry, looked up): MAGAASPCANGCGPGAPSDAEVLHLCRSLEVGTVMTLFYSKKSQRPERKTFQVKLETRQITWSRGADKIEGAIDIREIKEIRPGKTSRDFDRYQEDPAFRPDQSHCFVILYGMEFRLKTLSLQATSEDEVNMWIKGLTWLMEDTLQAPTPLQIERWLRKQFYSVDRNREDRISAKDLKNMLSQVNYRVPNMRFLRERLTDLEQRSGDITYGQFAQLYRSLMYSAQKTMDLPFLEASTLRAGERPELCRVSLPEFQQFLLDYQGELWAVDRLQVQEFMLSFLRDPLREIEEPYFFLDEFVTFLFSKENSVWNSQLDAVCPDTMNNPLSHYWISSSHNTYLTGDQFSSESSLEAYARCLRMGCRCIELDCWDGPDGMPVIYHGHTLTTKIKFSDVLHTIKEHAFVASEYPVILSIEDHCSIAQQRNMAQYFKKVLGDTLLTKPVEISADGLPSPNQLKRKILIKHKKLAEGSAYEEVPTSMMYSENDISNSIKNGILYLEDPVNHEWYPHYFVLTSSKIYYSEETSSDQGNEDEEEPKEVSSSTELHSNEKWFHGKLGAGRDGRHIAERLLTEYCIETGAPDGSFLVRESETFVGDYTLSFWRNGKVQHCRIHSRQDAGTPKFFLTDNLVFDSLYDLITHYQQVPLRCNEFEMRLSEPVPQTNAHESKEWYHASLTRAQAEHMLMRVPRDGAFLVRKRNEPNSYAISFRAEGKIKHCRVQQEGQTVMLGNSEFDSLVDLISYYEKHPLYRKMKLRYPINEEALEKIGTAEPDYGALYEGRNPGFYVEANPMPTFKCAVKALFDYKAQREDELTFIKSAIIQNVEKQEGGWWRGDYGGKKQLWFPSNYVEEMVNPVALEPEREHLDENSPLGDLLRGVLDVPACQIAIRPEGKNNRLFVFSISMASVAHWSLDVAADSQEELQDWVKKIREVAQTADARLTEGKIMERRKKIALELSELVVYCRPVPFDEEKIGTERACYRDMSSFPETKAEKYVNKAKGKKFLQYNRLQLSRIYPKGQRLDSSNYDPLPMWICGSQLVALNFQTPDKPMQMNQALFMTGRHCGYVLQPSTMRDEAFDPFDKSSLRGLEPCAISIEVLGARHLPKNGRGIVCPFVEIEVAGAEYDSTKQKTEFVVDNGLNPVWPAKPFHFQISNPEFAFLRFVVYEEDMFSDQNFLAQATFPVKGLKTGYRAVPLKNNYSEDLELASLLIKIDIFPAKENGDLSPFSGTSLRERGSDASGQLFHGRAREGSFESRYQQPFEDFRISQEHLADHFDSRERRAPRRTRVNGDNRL
Tn6 DDE FP = inhibitors of Tn6 peptide binding to fibrin DD(E), primary screen, biochemical, fluorescence polarization, human fibrin, Tn6 probe. Fibrin DD(E) TRITC-Tn6 fluorescence polarization displacement. inhibition, % at 8.3 µM. actives 0.21% (n = 370,000). AID 720509, 2013;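 active = inhibition above a per-campaign cutoff: mean of compounds within control limits plus 3 SD, cut at about 15% in these data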;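 also: 0% = median of all compound wells on the plate and 100% = blocking peptide control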
An asterisk follows results filed as active; i = inactive.

SMILES	ADAM17 inh	TDP2 absorb	LEDGF integ inh	ASAP1 GAP inh	DDE Tn7 FP inh	KLK7 zymogen act	ARFGAP1 inh	ADAM10 inh	PLCg1 inh	Tn6 DDE FP
COc1ccc(Cn2nnnc2CN2CCC(O)(c3ccc(F)cc3)CC2)cc1	1	-5	4	-5	-9	0.5	16	1	3	2
CCCCCCCSc1nsc(N)n1	5	-7	-3	-8	-3	0.3	2	10	3	-4
Cc1ccc(N(CC(O)Cn2nc(C)cc2C)S(=O)(=O)c2ccc3ccccc3c2)cc1 (stereo unspecified)	4	0	-2	10	-6	0.1	5	8	2	2
Cc1ccc(S(=O)(=O)N2CCC(C(=O)NCc3ccccc3CN3CCCC3)CC2)cc1C	0	-2	0	-7	-4	-0.1	2	-3	0	-6
CCCCC(=O)c1ccc(OC(=O)c2ccc([N+](=O)[O-])cc2)cc1	-3	1	-6	-10	4	0.4	-4	-15	1	4
CC(=O)Nc1ccc(S(=O)(=O)N2CCN(c3cccc(C)c3C)CC2)cc1	6	9	3	9	13	0.5	-7	11	2	9
COc1ccc(NC(=O)CSc2sc3c(O)cc(=O)[nH]c3c2C#N)c(OC)c1	-2	0	16*	2	1	-0.8	1	-11	-7	-13
O=C(Nc1ccc(F)cc1)c1csc(Cc2ccccc2)n1	1	-5	7	-11	0	0.4	4	6	9	0
CCCCN(C=O)c1c(CC)nc2c(OCc3ccc(S(C)(=O)=O)cc3)cccn12	-5	-1	2	3	-4	0.3	4	-20	-12	1
CC(C)CCSc1nc2ccccc2[nH]1	-2	4	-2	-2	9	-0.5	1	-8	-1	-2
C/C(=N\NC(=O)c1ccc(-c2ccccc2)cc1)c1ccco1	7	-9	1	12	-2	-0.6	8	3	-2	2
CCCN(CC(=O)Nc1ccccc1C)C(=O)C1CCN(S(=O)(=O)c2ccc3c(c2)OCCO3)CC1	-3	10	0	8	-4	0.4	-10	-4	3	-5
Cc1ccc(C(=O)NNC(=O)COC(=O)COc2ccccc2C#N)cc1	3	-10	10	-4	-3	-0.1	-15	-4	4	-3
Cc1cc(C)cc(OCC(=O)N(C)CC(=O)Nc2ccc(N3CCOCC3)cc2)c1	-2	4	0	1	5	0.1	-12	-1	1	5
CC1C(=O)Nc2ccccc2N1C(=O)c1ccc(F)cc1F (stereo unspecified)	3	0	-3	3	2	-0.2	2	-7	1	5
O=C(CNc1ccc(Br)cc1)Nc1cccc(S(=O)(=O)N2CCCC2)c1	0	-2	-2	14	1	0.0	-2	1	1	3
CCC(=O)N(CCc1ccccc1)Cc1cc2cc(OC)ccc2[nH]c1=O	-14	-7	5	12	-7	0.0	0	-44	1	-3
O=C1Cc2ccccc2C(=O)N1c1ccccc1	8	-2	10	1	-2	0.0	-5	-13	4	-7
Cc1ccc(-c2noc(-c3ccccc3F)n2)cc1	-2	-7	-5	8	2	-0.8	1	-2	0	-1
CC(=O)Nc1cc(-c2ccc(N(C)C)cc2)cn2c(-c3ccc(F)cc3)cnc12	-11	9	-3	-5	-1	-0.6	8	-27	-387	-1
Cn1c(CNc2nc(-c3ccccc3)cs2)nnc1SCC(=O)c1ccccc1	4	-16	-3	11	-1	0.1	16	35*	1	10
O=C(Nc1ccncc1)c1cccc(S(=O)(=O)N2CCCC2)c1	8	-22	4	3	-9	0.1	-3	-4	10*	0
Cn1c(COc2ccccc2)nnc1SCC(=O)Nc1ccc(S(N)(=O)=O)cc1	2	-4	-2	15	-1	0.9	8	16	2	-1
CCn1c(SC)nnc1C1CCN(S(=O)(=O)c2ccc(OC)cc2)CC1	-4	4	1	-2	-2	0.2	-16	-6	0	4
CCOc1cc(Cl)c(NC(=O)CC)cc1OCC	3	7	0	-3	2	0.1	-2	2	-1	-6

Copied from the list:
Cc1ccc(S(=O)(=O)N2CCC(C(=O)NCc3ccccc3CN3CCCC3)CC2)cc1C in KLK7 zymogen act has -0.1
COc1ccc(Cn2nnnc2CN2CCC(O)(c3ccc(F)cc3)CC2)cc1 in ASAP1 GAP inh has -5
Cc1ccc(-c2noc(-c3ccccc3F)n2)cc1 in Tn6 DDE FP has -1
CCn1c(SC)nnc1C1CCN(S(=O)(=O)c2ccc(OC)cc2)CC1 in LEDGF integ inh has 1

Other structures follow:
SMILES	ADAM17 inh	TDP2 absorb	LEDGF integ inh	ASAP1 GAP inh	DDE Tn7 FP inh	KLK7 zymogen act	ARFGAP1 inh	ADAM10 inh	PLCg1 inh	Tn6 DDE FP
Cc1ccccc1-c1nc2sc(C)c(C)c2c(=O)o1	-3	-22	-3	3	-5	-0.7	21	5	-11	-5
CC(C)NC(=O)N(C)C[C@H]1OCc2cnnn2CCCC(=O)N([C@H](C)CO)C[C@@H]1C	-4	6	-11	-3	-1	-0.6	9	-11	2	-10
O=C(N/N=C\c1ccncc1)c1ccc(Br)s1	-3	6	4	-11	2	0.1	4	14	3	-2
COc1ccc(-c2cc(C(F)(F)F)c(C#N)c(SCC(=O)Nc3ccc(C)cc3)n2)cc1	-6	1	2	9	2	1.9	-1	-25	-3	-2
COc1ccc(CNC(=O)COC(=O)Cc2ccc(Cl)cc2Cl)cc1	2	11	2	5	0	0.2	-9	3	-1	-6
CCOc1ccccc1N(CC(=O)Nc1ccccc1)S(=O)(=O)c1ccccc1	2	3	-3	2	8	0.1	1	8	4	2
Cc1cccc(NC(=O)c2ccc(COc3ccc(Cl)cc3Cl)o2)n1	2	8	-3	-7	11	-0.2	-9	-2	-2	-2
O=C(O)/C=C\C(=O)O	-7	-3	-1	-4	5	0.0	6	-3	4	-1
Cc1ccc(S(=O)(=O)N2CCN(C(=O)CCn3nc(C)c(C)c3C)CC2)cc1	-4	-4	-5	7	8	-0.8	18	2	3	5
Nc1ccc(C2(c3ccc(N)cc3)OC(=O)c3ccccc32)cc1	-1	-1	-4	-1	-2	0.9	17	-8	-1	13
Cc1cccc(C)c1NC(=O)C(c1ccccc1)n1c(=O)c(-c2cc3ccccc3[nH]2)nc2ccccc21 (stereo unspecified)	-91	0	-2	7	4	-92	19	-298	i	-4
CC(=O)c1cccc(NC(=O)N2C3CCC2CC(NC(=O)Nc2ccccc2)C3)c1 (stereo unspecified)	0	2	-1	-5	-1	-0.1	-3	0	-2	-6
CN=C1S/C(=C\c2ccc(N3CCOCC3)cc2C)C(=O)N1C	1	2	-2	-7	0	-0.1	-4	0	-24	3
CC(=O)Nc1ccc(S(=O)(=O)Nc2cccc3[nH]ncc23)cc1	-1	-5	-3	1	-1	0.3	4	-9	-2	-3
OCc1cc(C(O)CNCCCCCCOCCCCc2ccccc2)ccc1O (stereo unspecified)	-59	-10	0	0	1	1.8	-3	-200	-23	6
CCOC(=O)CC(=O)CSc1nc2c(c(-c3cccs3)c1C#N)CCC2	-4	-2	-4	-5	-2	5.0	-5	-6	-31	1
CCCCn1c(/N=C/c2ccc3c(c2)OCO3)nc2ccccc21	-6	-9	2	3	6	0.1	5	1	0	9
C=CCc1c(C)nc(SCc2nc3ccccc3c(=O)[nH]2)[nH]c1=O	-1	10	-1	4	-8	-0.4	11	5	0	1
CN(CCNC(=O)c1ccc(/C=N/O)nc1)Cc1ccccc1	1	-5	-1	-7	1	0.2	-3	-1	0	3
Cc1nc(NCCc2cnc[nH]2)c2oc3ccccc3c2n1	-4	4	0	-16	-3	-0.7	-7	2	1	-2
COc1ccc(Br)cc1CNC(=O)CCC(=O)N1CCSc2ccccc21	-1	5	0	5	1	1.0	3	2	2	7
COCCNC(=O)c1n[nH]c2ccccc12	-2	4	0	-4	3	0.3	5	2	1	-2
COc1ccc(CNC(=O)COC(=O)c2ccc(Br)o2)cc1	-4	8	-1	-9	-6	-0.4	17	-4	-2	-7
O=C(CN1CCN(S(=O)(=O)c2cccc(Cl)c2)CC1)NCC1(N2CCOCC2)CCCCC1	-4	7	-5	14	0	0.5	2	-10	1	0
Cc1nn(CCc2n[nH]c(=S)n2-c2ccc(F)cc2)c(C)c1[N+](=O)[O-]	-6	3	-2	6	0	0.3	-5	-3	-1	4

Complete entries, quoted from the list. Values in the order: ADAM17 inh | TDP2 absorb | LEDGF integ inh | ASAP1 GAP inh | DDE Tn7 FP inh | KLK7 zymogen act | ARFGAP1 inh | ADAM10 inh | PLCg1 inh | Tn6 DDE FP
Profile of Cc1ccc(S(=O)(=O)N2CCN(C(=O)CCn3nc(C)c(C)c3C)CC2)cc1 = -4 | -4 | -5 | 7 | 8 | -0.8 | 18 | 2 | 3 | 5
Profile of COc1ccc(CNC(=O)COC(=O)Cc2ccc(Cl)cc2Cl)cc1 = 2 | 11 | 2 | 5 | 0 | 0.2 | -9 | 3 | -1 | -6
Profile of Cc1cccc(C)c1NC(=O)C(c1ccccc1)n1c(=O)c(-c2cc3ccccc3[nH]2)nc2ccccc21 (stereo unspecified) = -91 | 0 | -2 | 7 | 4 | -92 | 19 | -298 | i | -4
Profile of Cc1nn(CCc2n[nH]c(=S)n2-c2ccc(F)cc2)c(C)c1[N+](=O)[O-] = -6 | 3 | -2 | 6 | 0 | 0.3 | -5 | -3 | -1 | 4

Rows were taken by chance; 4.2% or so of the library scored in one or more.
